Source: PubChem BioAssay (several laboratories)
Hck-Nef inh: human Hck-Nef kinase inhibition | inhibition, % at 20 µM | Recombinant Hck-YEEI plus Nef, Z-Lyte FRET kinase assay | hit rate 0.68% among 220,000;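 active means Hck-Nef kinase inhibition above about 50%, limit read from the data; inactive means inhibition below that limit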;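 further: 0% = DMSO with Hck plus Nef and 100% = Hck alone without Nef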
RBBP9 inhibitor: inhibitors of human serine hydrolase RBBP9 | O75884 | recombinant RBBP9, FP-Rh probe fluorescence polarization | inhibition, % at 7.94 µM | hit rate 0.2% among 220,000;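 active means inhibition above the campaign mean of all tested compounds plus 3 SD, cut at about 14% in these data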;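 further: plate controls were DMSO wells with RBBP9 for no effect and wells lacking RBBP9 protein for full effect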
Target sequence (O75884 whole entry, looked up): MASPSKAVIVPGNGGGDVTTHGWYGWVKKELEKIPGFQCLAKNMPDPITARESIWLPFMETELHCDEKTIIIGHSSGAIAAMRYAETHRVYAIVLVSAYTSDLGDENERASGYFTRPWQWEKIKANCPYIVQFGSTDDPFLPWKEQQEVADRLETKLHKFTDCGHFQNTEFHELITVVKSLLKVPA
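Assay system: recombinant human RBBP9; Reagent: Serine-hydrolase probe FP-Rh, 375 nM pre-mixing; Doses: 7.94 µM single dose, 0.794% DMSO; Incubation: 30 min then 45 min, 25 °C; Detection: fluorescence polarization (mP), excitation 525 nm, emission 598 nm; Evaluation: percent inhibition from mP, scaled between DMSO and no-protein wells.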
NPY1 pot ag: potentiators or agonists of human neuropeptide Y receptor Y1; P25929; NPY-Y1 expressing cells, potentiator/agonist activation; activation, % at 3.6 µM; hit rate 0.37% among 220,000; in the data active means activation above about 33%, passing the limit was not always enough;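 further: cells stimulated with NPY at EC10 then isoproterenol at EC100; 0% = low agonist plus stimulus and 100% = saturating agonist plus stimulus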
NPY2 pot ag: potentiates or activates human NPY-Y2 receptor; hit rate 0.45% among 220,000; cells expressing NPY-Y2, potentiator/agonist read-out; P49146; activation, % at 3.6 µM; in the data active means activation above about 27%;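 further: cells stimulated with NPY near EC25 plus isoproterenol at EC100; 0% = vehicle plus submaximal agonist and 100% = vehicle plus saturating agonist; some results beyond the cut were filed as inactive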
Runt-SMMHC FRET: inhibitors of human RUNX1 Runt domain binding to CBFb-SMMHC. Cerulean-Runt/Venus-CBFb-SMMHC FRET ratio 530/480, 1 h. AID 1434. Q01196+Q13951. inhibition, % at 20 µM. hit rate 0.74% among 220,000;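 active means mean inhibition across duplicate retests at 20 µM reaching about 50%, limit read from the data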;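 further: 0% = DMSO wells and 100% = wells with excess untagged CBFb-SMMHC; inhibitors lower the FRET ratio by blocking Runt binding to CBFb-SMMHC; some results filed as inactive read as strong as hits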
Runt-CBFb FRET: blocks binding of human RUNX1 Runt domain to CBFb. Cerulean-Runt/Venus-CBFb FRET ratio 530/480, 1 h. inhibition, % at 20 µM. hit rate 0.46% among 220,000;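 active means inhibition over about 50% at 20 µM in the single-dose screen, limit read from the data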;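 further: 0% = DMSO wells and 100% = excess unlabeled CBFb competitor control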
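Measured by: fluorescence energy transfer, 422 nm excitation, 530/480 nm emission; Assay system: Cerulean-Runt domain; Medium: Tris pH 7.5 buffer with BSA; Measure: loss of energy transfer signal; Controls: 5 µM unlabeled CBFb as full-inhibition high control; Incubation: protein complex preformed 1 h, compound exposure 1 h, room temperature, dark.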
NPY Y1 blocker: antagonists of human neuropeptide Y receptor Y1. hit rate 1% among 200,000. HEK293-CNG Y1 cells, membrane potential fluorescence; NPY at EC95, then isoproterenol. inhibition, % at 3.6 µM;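 active means inhibition above the campaign mean inhibition of all tested compounds plus 3 SD, cut at about 20% in these data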;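 further: 0% = DMSO wells given NPY plus isoproterenol and 100% = isoproterenol alone without NPY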
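Material: HEK293 cells co-expressing NPY Y1 receptor and cyclic-nucleotide gated channel. Timing: compound incubation 1 h at room temperature, readout 45 min post-stimulation. Signal: fluorescence, membrane potential probe.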
MDM2 E3 inh: Mdm2 E3 ligase (human) inhibition | signal enhancement, % at 5 µM | AID 1230 | Q00987 | hit rate 0.11% among 210,000 | cell-based MDM2 ubiquitination luciferase reporter, 2 h; 0 = plate control, 100 = twice control, blank-subtracted;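 active means signal enhancement of 30% or more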;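 further: luminescence tracks abundance of the self-degrading MDM2-luciferase fusion protein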
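Assay system: mammalian cells stably expressing self-ubiquitinating, self-degrading MDM2 E3–luciferase fusion. Quantity: 2000 cells in each well. Medium: DMEM culture medium. Compound dosing: single-point 5 µM. Timing: cell settling 4 h, compound treatment 2 h, both 37 °C. Technique: luciferase luminescence. Read-out basis: percent signal gain over controls, blank-subtracted. Benchmarks: plate controls and plate blanks.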
p97 inhibitor: human p97 ATPase inhibition; P55072; recombinant p97 ATPase, Kinase-Glo ATP luminescence, 3 h; inhibition, % at 8 µM; hit rate 0.42% among 220,000; AID 1481; in the data active means inhibition above about 15%;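 further: 0% = DMSO vehicle and 100% = wells lacking enzyme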
Target sequence (P55072 whole entry, looked up): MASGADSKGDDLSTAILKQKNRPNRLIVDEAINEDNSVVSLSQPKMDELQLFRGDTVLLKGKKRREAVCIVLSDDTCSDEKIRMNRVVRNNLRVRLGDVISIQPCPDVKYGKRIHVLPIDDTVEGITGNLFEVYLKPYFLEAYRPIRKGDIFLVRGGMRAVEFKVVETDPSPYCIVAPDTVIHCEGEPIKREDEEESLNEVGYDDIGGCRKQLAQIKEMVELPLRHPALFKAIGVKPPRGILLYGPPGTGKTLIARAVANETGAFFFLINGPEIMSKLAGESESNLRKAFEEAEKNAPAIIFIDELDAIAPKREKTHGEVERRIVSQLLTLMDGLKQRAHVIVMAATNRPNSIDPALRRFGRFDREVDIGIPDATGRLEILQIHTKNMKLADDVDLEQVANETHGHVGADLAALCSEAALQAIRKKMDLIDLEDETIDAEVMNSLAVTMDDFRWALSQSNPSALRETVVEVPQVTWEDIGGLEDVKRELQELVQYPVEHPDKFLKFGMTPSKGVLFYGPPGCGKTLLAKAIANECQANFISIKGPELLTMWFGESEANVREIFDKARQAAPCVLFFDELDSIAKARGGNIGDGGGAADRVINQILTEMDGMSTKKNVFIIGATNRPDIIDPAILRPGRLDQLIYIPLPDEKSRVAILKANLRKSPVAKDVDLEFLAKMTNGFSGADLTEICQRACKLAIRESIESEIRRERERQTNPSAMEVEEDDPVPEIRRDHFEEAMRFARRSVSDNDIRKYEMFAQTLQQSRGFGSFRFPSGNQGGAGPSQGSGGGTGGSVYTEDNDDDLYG
The depositor's hits bear a star; / = not tested or not shown; & = joins results of further samples. Not a hit list; any-hit rate near 3.5%.

SMILES	Hck-Nef inh	RBBP9 inhibitor	NPY1 pot ag	NPY2 pot ag	Runt-SMMHC FRET	Runt-CBFb FRET	NPY Y1 blocker	MDM2 E3 inh	p97 inhibitor
Cc1c(C#N)c(N=CN(C)C)c(C(=O)c2ccc(Br)cc2)n1-c1ccc(Cl)cc1	-1	-8	10	11	-4	1	2	-5	3
Cc1ccc(N2C(N)=C(C#N)C(c3cccnc3)C3=C2CC(C)(C)CC3=O)cc1 (configuration not stated)	13	-1	11	-1	-1	0	7	-2	1
CCOC(=O)N1CCN(c2ccc(O)cc2)CC1	-22	1	-25	-2	17	29	-2	-1	5
O=C(NC(=S)N1CCCCCC1)c1ccccc1Cl	26	-6	12	3	2	-2	3	5	2
CNC(=O)CN(C)S(=O)(=O)c1ccc(OC)c(Cl)c1	1	-3	16	0	0	-1	6	-1	5
COc1cc2[nH]c(=O)n(CCC(=O)NCc3cccnc3)c(=O)c2cc1OC	-3	-3	9	11	-4	1	-1	-26	2
O=C(c1cccs1)n1nc(-c2ccc(Cl)cc2)nc1NCc1ccco1	-1	2	9	9	1	-2	2	6	7
CCN(CC)C(=O)CC(c1ccc(OC)cc1)c1c(OC)cc(OC)c2ccc(=O)oc12 (configuration not stated)	24	/	/	/	2	2	/	6	/
COC(=O)c1sc2nc(CSc3nc4ccc(C)cc4[nH]3)[nH]c(=O)c2c1C	0	-8	0	-12	-10	0	8	6	-2
O=C1/C(=C/C=C/c2ccco2)SC(=S)N1c1ccc(O)cc1	98*	6	8	-7	4	29	/	-13	58*
Cc1nc(N)sc1C(=O)Nc1ccccc1	0	1	-8	-26	-2	-1	-2	-5	-4
COc1ccc(-n2c(C)nn(C)c2=O)cc1	2	-8	7	6	3	-2	3	-9	3
CCC(=O)N1CCN=C1SCc1ccccc1Cl	0	-4	-1	-11	-2	0	2	-16	-2
CCCN(CCC)C(=O)CSc1nc2n[nH]c(C)c2c(=N)n1-c1ccc(OC)cc1	3	-8	6	15	1	-2	3	-8	5
Cn1cccc1C(=O)NC(=O)COC(=O)c1cc(Cl)ccc1[N+](=O)[O-]	9	-4	2	10	0	0	/	8	-1
Cc1cc2nc(CS(=O)(=O)c3ccccc3)cc(=O)n2[nH]1	10	-6	4	-12	1	15	-4	4	2
CC(C)n1c(O)c(N=NC(=O)CNC(=O)CCc2ccccc2)c2ccccc21	2	-10	-20	-12	-3	0	/	-8	-8
CCCCCCC(=O)Nc1nc(C)c(-c2csc(Nc3ccc(Cl)cc3)n2)s1	-2	-11	10	-9	1	6	25*	-16	-2
CN(Cc1ccccc1NCC(=O)Nc1ccccc1C#N)C1CCCCC1	-5	7	-9	-14	-2	3	8	-14	-1
O=c1cc(-c2ccccc2)oc2cc(OCc3ccccc3)cc(O)c12	18	-5	5	3	3	1	2	-30	-1
CCOC(=O)Nc1ccc(S(=O)(=O)Nc2cc(C)nc(C)n2)cc1	-2	-9	1	-8	0	1	2	-8	-5
O=C(Cc1ccc(Cl)cc1)c1c[nH]c(C(=O)NCCCN2CCOCC2)c1	-2	-8	10	4	-6	-1	-1	4	0
CS(=O)(=O)N(Cc1ccccc1)c1ccccc1C(=O)O	0	-8	-22	-5	0	-1	-2	-3	-6
CCc1ccc(-n2c(CSc3nnnn3-c3ccccc3)nc3ccccc3c2=O)cc1	1	3	-12	0	-3	-8	14	-13	2
Cn1c(-c2ccc(Br)o2)nc2ccccc21	1	-1	-16	-7	11	10	7	-6	-32
O=C(NCC1(c2ccccc2)CCOCC1)c1ccc(Br)o1	1	-12	9	14	-1	-2	-8	-14	1
Cc1nn(-c2ccccc2)c(Cl)c1/C=C(\CC(=O)O)c1nc2ccccc2s1	2	2	-39	-18	-6	2	18	4	3
Cc1ccc(-c2c(C#N)c(N)nc3c2CCCCC3)o1	-4	-6	3	21	-32	-28	-2	-10	4
N=C1C(c2ccccc2)=C(O)C2CCc3ccccc3N12 (configuration not stated)	-9	0	18	15	-1	-2	-1	-4	8
CCOc1ccc2nc(NC3=NC(C)(C)C=C(C)N3)nc(C)c2c1	2	-3	-25	-25	-3	2	14	-4	-3
Cc1cc(Cl)ccc1OC(C)C(=O)NCCCCc1ccccc1 (configuration not stated)	2	0	-21	-12	0	-1	16	-20	-4
COc1cc(CC(=O)N2CCc3ccccc32)cc(OC)c1OC	-2	-2	16	9	-6	1	-1	-35	4
COc1ccc(-c2csc3ncnc(Cl)c23)cc1	17	-1	1	-2	-1	0	-6	-20	4
CCC(=O)Nc1nnc(-c2ccccn2)o1	4	0	21	0	2	2	7	-13	4
O=C(/C=C/c1ccccc1)NC(=S)NNC(=O)c1cccnc1	-1	-10	-1	-2	6	3	0	-9	1
O=C(CN(c1ccc(Cl)cc1)S(=O)(=O)c1ccccc1)N/N=C/c1ccco1	-1	-6	-8	-8	0	5	1	-14	-4

Retrieved one by one from above:
SMILES	Hck-Nef inh	RBBP9 inhibitor	NPY1 pot ag	NPY2 pot ag	Runt-SMMHC FRET	Runt-CBFb FRET	NPY Y1 blocker	MDM2 E3 inh	p97 inhibitor
O=C(NC(=S)N1CCCCCC1)c1ccccc1Cl	26	-6	12	3	2	-2	3	5	2
CS(=O)(=O)N(Cc1ccccc1)c1ccccc1C(=O)O	0	-8	-22	-5	0	-1	-2	-3	-6
Cc1c(C#N)c(N=CN(C)C)c(C(=O)c2ccc(Br)cc2)n1-c1ccc(Cl)cc1	-1	-8	10	11	-4	1	2	-5	3

Additional structures follow.
SMILES	Hck-Nef inh	RBBP9 inhibitor	NPY1 pot ag	NPY2 pot ag	Runt-SMMHC FRET	Runt-CBFb FRET	NPY Y1 blocker	MDM2 E3 inh	p97 inhibitor
O=C(C1=NN[C@@H]2C(=O)N(c3cccc(C(F)(F)F)c3)C(=O)[C@H]12)c1cnccn1	52*	-6	2	-10	2	1	/	-7	5
Oc1c(Br)cc(Br)cc1CNc1ccccn1	15	-5	-34	-9	-4	1	/	-15	5
COc1ccc(F)cc1CN1CCN(c2ncnc3scc(-c4ccccc4)c23)CC1	2	-9	-21	-5	0	-4	/	-11	-3
COc1ccc(NC2=CC(c3ccc(F)cc3)N(c3ccc(OC)cc3)C2=O)cc1 (configuration not stated)	2	-9	-25	-19	2	-1	3	10	-4
Cc1c(NC(=O)CSc2ccc(Cl)cc2)c(=O)n(-c2ccccc2)n1C	6	6	1	0	0	0	-2	-5	5
Cc1cccc(OCCn2c(=O)oc3ccc(C)cc32)c1	17	-10	-15	-21	-2	1	14	-14	-9
S=c1[nH]ccn1-c1ccccc1Cl	5&13	-7&-9	-10&6	-1&-6	2&1	4&4	/	-15&-13	6&3
CCn1c2ccccc2c2nnc(SCC(=O)Nc3ncccn3)nc21	2	-4	-1	6	2	-1	-4	-10	7
CCC(=O)Nn1cnc2c(c1=O)C1(CCCCC1)Cc1ccccc1-2	2	2	18	3	7	2	5	-22	-7
O=C(O)/C=C/C(=O)Nc1ccc(Oc2ccccc2)cc1	14	1	17	-15	-4	2	/	-14	6
O=C(CN1CCCCC1)NN(Cc1ccccc1)c1ccccc1	-2	0	2	3	0	-1	4	-3	4
COc1ccc(CCNC(=O)Cn2c(-c3nonc3N)nc3ccccc32)cc1OC	0	-10	-9	0	-3	0	10	2	1
CC(C)N(CCCNC(=O)c1ccc(N2CCCC2=O)cc1)Cc1ccccc1	-1	-9	-5	-12	-3	-1	1	-7	-1
O=C(Cc1c(F)cccc1Cl)Nc1cc(S(=O)(=O)N2CCCCC2)ccc1N1CCOCC1	4	6	20	-10	-4	3	/	-21	4
CCN(CC(=O)Nc1cccc(S(N)(=O)=O)c1)Cc1nc2ccccc2c(=O)[nH]1	32	-3	32	-12	1	1	/	/	4
CC1=CCCC(C)(C)C1/C=C/C(C)=N/NC(=O)c1ccncc1 (configuration not stated)	-33	10	4	-4	-2	-1	4	1	4
CCC(=O)OCc1c(C(F)(F)F)nn(C)c1Sc1ccc(Cl)cc1	1	0	1	-10	-1	-3	4	9	1
CC(C)C(NC(=O)OCc1ccccc1)C(=O)O (configuration not stated)	0	0	3	-5	-4	-2	8	-2	-6
CN1CCN(CCCNC(=O)CCCOc2cc(=O)n(C)c3ccccc23)CC1	1	-1	-21	15	0	0	-5	-32	5
COc1ccc(-c2[nH]ncc2/C=N/NC(=O)c2ccc(Br)cc2)c(OC)c1	0	-4	-21	-16	-4	-2	8	-4	9
CCCCN(CC)S(=O)(=O)N1CCC(C(=O)NCCCN2CCOCC2)CC1	6	-12	3	-8	0	4	2	-20	0
O=C(NNC1=NCCC1)c1cccc(S(=O)(=O)N2CCOCC2)c1	3	-3	2	-13	-6	1	1	-6	9
CCn1c(O)c(/C=C2\C=NN=C2c2ccc(C)cc2)sc1=S	3	-6	-3	-9	-18	-13	-2	/	3
N#CCCN(Cc1cccs1)C(=O)c1ccc(Cl)cc1	7	-6	18	9	4	-2	/	-4	7
Cc1cc(=O)oc2ccc(OC(=O)CN3C(=O)c4cccc([N+](=O)[O-])c4C3=O)cc12	4	1	0	8	-6	-2	6	1	2
CCCCOc1ccc(C(=O)N/C(=C/C=C/c2ccccc2)C(=O)N2CCOCC2)cc1	0	-7	-14	0	4	-4	11	/	4
COc1ccc(Br)cc1CN(C)CC(=O)Nc1cc(Cl)cc(Cl)c1	2	2	-7	-6	0	1	0	-8	0
CN1C(=O)C(O)(C2COC(C)(C)CC2=O)c2ccccc21 (configuration not stated)	0	3	-15	-11	1	0	-5	-12	0
Cc1cc2c(C)c(C)c(=O)[nH]c2cc1N	0	-6	2	-4	3	1	2	-16	-6
CCOc1ccc(N2CC(C(=O)NCCN3C(=O)S/C(=C\c4ccc(OC)c(OC)c4)C3=O)CC2=O)cc1 (configuration not stated)	3	-2	17	6	3	4	0	-10	5
O=C(COc1cccnc1[N+](=O)[O-])NC1CCS(=O)(=O)C1 (configuration not stated)	2	6	17	1	2	-2	2	-3	2
O=C(NC1CC1)C1CCN(C2CCN(C(=O)CC3=CCCCC3)CC2)CC1	21	-9	6	-13	4	4	2	-9	2
CCS(=O)(=O)n1nc(-c2ccco2)nc1SC	-1	0	-28	-9	-7	9	11	-6	-1
O=C(CC1SC2=NCCN2C1=O)Nc1ccc(Br)cc1 (configuration not stated)	1	1	10	3	-1	-4	-5	-1	2
CCCOc1ccc(C(CC(=O)O)NC(=O)c2sc3ccccc3c2Cl)cc1 (configuration not stated)	11	-3	-26	-31	-1	-9	7	/	0
CC(=O)OCC1CCCC2=C(C)C(=O)CCC21COC(C)=O (configuration not stated)	3	-2	-7	-1	-3	0	1	-5	1
